Diaphorase inh – counter-screen for diaphorase-based assays: diaphorase inhibitors and chemical oxidizers; diaphorase resazurin-to-resorufin fluorescence, NADH, 16 min; bacterial (C. kluyveri) enzyme, not human; 190,000 compounds, 0.69% hits; inhibition, % at 20 µM; AID 1217;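 active = primary screen inhibition at 20 µM above a set limit, cut at about 50% in these data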;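 also: plate controls were DMSO with full reaction for no effect and wells lacking NADH for full effect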
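System: Bacterial diaphorase enzyme (C. kluyveri) | Incubation: 16-min room-temperature incubation before reading | Benchmarks: No-NADH positive control and DMSO neutral control | Measured by: Resorufin fluorescence 544/590 nm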
PMI act – activators of human phosphomannose isomerase | purified human PMI, coupled resazurin fluorescence, 20 min; hits give high values; 1 = vehicle control, 0 substrate-free wells | activation factor at 20 µM | 190,000 compounds, 0.005% hits | AID 1214;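 active = activation factor of 2 or more at 20 µM, relative to plate controls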
Target sequence (P34949 whole entry, looked up): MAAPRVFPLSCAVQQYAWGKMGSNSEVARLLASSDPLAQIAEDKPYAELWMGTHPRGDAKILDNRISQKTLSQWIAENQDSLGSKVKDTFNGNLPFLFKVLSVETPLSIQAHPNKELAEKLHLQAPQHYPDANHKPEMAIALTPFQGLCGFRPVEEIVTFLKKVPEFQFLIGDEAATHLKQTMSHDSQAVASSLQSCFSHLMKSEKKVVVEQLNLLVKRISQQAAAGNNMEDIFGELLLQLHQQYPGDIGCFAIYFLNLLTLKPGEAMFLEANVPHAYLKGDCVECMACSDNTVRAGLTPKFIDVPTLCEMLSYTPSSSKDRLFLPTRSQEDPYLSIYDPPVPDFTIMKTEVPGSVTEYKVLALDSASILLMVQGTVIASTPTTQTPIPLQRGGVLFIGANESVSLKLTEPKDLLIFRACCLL
Redox H2O2 prof – compounds producing H2O2 with reducing agent – biochemical, NIH compound library profiling, artefact control for MLSCN library redox annotation, primary screen; DTT-dependent redox cycling H2O2, phenol red/HRP absorbance; 100% = 100 µM peroxide control, 0% = buffer; activation, % at 10 µM; 200,000 compounds, 0.03% hits; AID 878;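 active = activation of at least 50% relative to the plate's high and low controls in the primary single-dose screen; inactive = activation below 50%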;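 also: compound incubated with DTT at 0.8 mM final as the reducing agent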
TLR4-MyD88 BLA – TLR4-MyD88 interaction inhibition in cells; 200,000 compounds, 0.18% hits; HeLa CL3-4 TLR4/MyD88 BLA complementation, FRET ratio; inhibition, % at 8.4 µM; O00206+Q99836; in the data active = inhibition above about 25%;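 also: 0% = vehicle and 100% = reference inhibitor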
S1P3 antag – blocks the human S1P3 receptor. Q99500. CHO S1P3 NFAT-BLA reporter, FRET fluorescence, antagonist mode. inhibition, % at 4.98 µM. 170,000 compounds, 0.27% hits. AID 485;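 active = inhibition above the plate cutoff, the mean inhibition of test wells on that plate plus 3 SD, cut at about 28% in these data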;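 also: cells challenged with S1P at its EC80 of 0.8 µM; blue over green emission ratio from cleaved BLA substrate after 4 h stimulation; 0% = S1P-stimulated wells and 100% = unstimulated DMSO-only wells; some compounds past the cut are filed as inactive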
Target sequence (Q99500 whole entry, looked up): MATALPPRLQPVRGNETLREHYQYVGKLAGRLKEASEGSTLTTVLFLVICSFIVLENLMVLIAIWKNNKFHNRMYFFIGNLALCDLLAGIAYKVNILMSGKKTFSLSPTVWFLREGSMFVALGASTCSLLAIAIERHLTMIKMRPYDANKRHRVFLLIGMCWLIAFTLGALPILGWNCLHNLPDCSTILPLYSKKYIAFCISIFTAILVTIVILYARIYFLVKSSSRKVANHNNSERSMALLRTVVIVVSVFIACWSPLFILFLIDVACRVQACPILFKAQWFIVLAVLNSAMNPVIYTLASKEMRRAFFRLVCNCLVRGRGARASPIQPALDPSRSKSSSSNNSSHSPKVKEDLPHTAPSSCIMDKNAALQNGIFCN
Lmaj promast – reduces viability of Leishmania major promastigotes. resazurin fluorescence viability. inhibition, % at 10 µM. 200,000 compounds, 9% hits. AID 1063;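 also: promastigotes grown with compound for 44 hours at 28 °C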
G6PDH CS – counter-screen for G6PDH assay hits: L. mesenteroides G6PDH inhibition | inhibition, % at 5 µM | Purified L. mesenteroides G6PDH, diaphorase/resazurin coupled fluorescence, 45 min | 200,000 compounds, 0.12% hits
RAM network inh – blocks the yeast RAM network | S. cerevisiae dse1pr::URA3 reporter, 5-FOA growth OD615, 2 d; analog-sensitive cbk1-as2 kinase mutant strain | 190,000 compounds, 1.8% hits | AID 868 | inhibition, % at 50 µM;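 active = inhibition above a set limit, 3 SD over mean compound inhibition, cut at about 8.4% in these data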;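 also: 0% = DMSO-only wells with no growth and 100% = 10 µM 1-NA-PP1 full growth; inhibition rescues growth on 5-FOA so higher OD means more RAM inhibition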
Diaphorase act – counter-screen for diaphorase-based assays: diaphorase activators and chemical reducers. activation factor at 20 µM. Diaphorase/resazurin coupled assay, resorufin fluorescence, 16 min; hits give high values; 1 = vehicle wells, 0 = NADH-free wells. 190,000 compounds, 0.005% hits. AID 1229;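 active = diaphorase activity raised at least twofold by the compound at 20 µM; inactive = activation factor below 2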
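Material: Purified diaphorase enzyme from Clostridium kluyveri | Buffer or medium: 50 mM HEPES pH 7.4 with 4.542 mM MgCl2, 0.005% Tween 20 | Times: 16 min enzyme reaction, ambient temperature | Signal: Red resorufin fluorescence at 544/590 nm excitation/emission | Measure: Increased resorufin signal from activators or reducing compounds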
PMI act hi M6P – PMI (human) activation, high substrate; AID 1216; coupled PMI enzyme assay, resazurin fluorescence, 20 min; hits give high values; 1 = untreated enzyme, 0 = substrate-free blank; 190,000 compounds, 0.34% hits; activation factor at 20 µM; P34949;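 active = activation factor of 2 or more at 20 µM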
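Material: human phosphomannose isomerase with PGI, G6PDH, diaphorase coupling enzymes / Reagent: Man-6-P substrate 1.0 mM / Dosing: single compound dose of 20 µM, 1% DMSO final / Incubation: enzyme reaction with compound 20 min at room temperature / Signal: resorufin fluorescence (Ex 544/Em 590 nm) from resazurin via diaphorase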
Hsp70 activator – Hsp70 transcriptional activation, primary screen; 200,000 compounds, 0.04% hits; HeLa Hsp70 promoter luciferase reporter, luminescence; scaled: vehicle 0, proteasome-inhibitor control 100%; AID 1203; activation, % at 10 µM;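 active = activation above the mean across all tested compounds plus 3 SD, cutoff set per campaign, cut at about 5.5% in these data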;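 also: 100% = MG132 at 30 µM as the positive control and 0% = DMSO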
The depositor's hits bear a star; · = not tested or not shown. Rule as the data show it, unless noted: active = inhibition above about 50%; inactive = the rest.

SMILES | Diaphorase inh | PMI act | Redox H2O2 prof | TLR4-MyD88 BLA | S1P3 antag | Lmaj promast | G6PDH CS | RAM network inh | Diaphorase act | PMI act hi M6P | Hsp70 activator
CN(C(=O)c1ccccc1C(=O)OCC(=O)NCc1ccccc1)C1CCCCC1 | 7 | 1 | 0.6 | -3 | 0 | 67* | 7 | -0.8 | 0.9 | 1 | -0.5
C=CCC1C=C(Cc2ccccc2)CC(CC=C)N1 (stereo not drawn) | 10 | 1.1 | -0.4 | 3 | -10 | 5 | -2 | 1.2 | 0.9 | 1 | -0.1
COc1cccc(N2C(=O)CC(c3c[nH]c4ccccc34)C2=O)c1 (stereo not drawn) | 19 | 0.9 | 0.4 | 1 | 28 | 0 | 6 | 2.2 | 0.8 | 0.9 | -0.5
Cc1ccc(NC(=O)CCn2cccc2)cc1C | 8 | 1.1 | 0.1 | 1 | · | -2 | 9 | 1.0 | 0.9 | 1.1 | -0.2
CC1(C)N=C(N)N=C(N)N1c1ccc(F)cc1F | 10 | 1 | -0.7 | 2 | -11 | 1 | 6 | -0.5 | 0.9 | 1.1 | 0.0
CCN(CC)CCN(C(=O)c1ccc(N2C(=O)CCC2=O)cc1)c1nc2cc3c(cc2s1)OCCO3 | -12 | 1.3 | -1.9 | 4 | -10 | 18 | 3 | -0.2 | 1.1 | 1.2 | 0.1
COc1ccc(N2CCN(C(=O)CCc3c[nH]c4ccccc34)CC2)cc1 | 11 | 1 | 0.3 | -15 | -4 | -6 | -4 | -0.7 | 0.9 | 1 | -0.1
CCn1cc(CNC(=O)c2cc(-c3cc(OC)ccc3OC)nc3ccccc23)c(C)n1 | 22 | 0.9 | -0.2 | 1 | -5 | 56* | -8 | 0.3 | 0.8 | 0.9 | -0.1
Cc1cc(C(C)(C)C)cc(S(=O)(=O)NCCO)c1C | 13 | 0.9 | 2.5 | 3 | -38 | 10 | 4 | 1.7 | 0.9 | 0.9 | 0.0
CCN(CC)S(=O)(=O)c1ccc(/C(O)=C(\C#N)c2nc3ccccc3n2C)cc1 | 23 | 1 | -0.7 | -1 | -36 | 20 | 6 | 8.1 | 0.8 | 0.9 | -0.3
O=c1[nH]c(-c2ccc(Cl)cc2)cs1 | 13 | 0.9 | 4.0 | -7 | -3 | -5 | 5 | 1.8 | 0.9 | 0.9 | -0.3
Cc1ccc(Cl)cc1NC(=O)CC(O)(C(F)(F)F)C(F)(F)F | 15 | 0.9 | 0.3 | -2 | 6 | 4 | -19 | 0.1 | 0.9 | 1 | -0.3
CCc1cc(=O)oc2cc(C)cc(OC(=O)c3ccco3)c12 | 20 | 0.8 | 0.5 | -14 | -21 | -6 | 6 | 2.5 | 0.8 | 0.9 | -0.3
C=CCn1c(-c2ccc(OC)cc2)csc1=Nc1c(C)n(C)n(-c2ccccc2)c1=O | 7 | 1 | -0.2 | 3 | · | 93* | 10 | 1.9 | 0.9 | 1 | -0.1
Cn1c(C(=O)O)c(CC(=O)Nc2ccc3c(c2)OCCO3)c2ccccc21 | 17 | 0.9 | 1.2 | 4 | -36 | -5 | 15 | 0.9 | 0.8 | 0.8 | -0.1
CC(=O)c1cccc(-n2nnnc2SCC(=O)NNC(=O)C2CCCCC2)c1 | 3 | 1 | -0.8 | 1 | -19 | -7 | 2 | 3.0 | 1 | 1 | 0.0
Cc1nc2c(C(=O)NCc3cccs3)cnn2c(C)c1Cc1ccccc1 | 18 | 0.9 | 0.3 | 4 | 7 | 54* | -21 | 5.7 | 0.8 | 1 | -0.4
Cc1cccc2cc(CN(CC3CCCO3)C(=O)c3ccco3)c(=O)[nH]c12 (stereo not drawn) | 16 | 0.9 | 2.0 | -7 | 2 | 0 | 1 | 0.4 | 0.8 | 0.9 | -0.5
CCc1ccc(N(C(=O)c2csnn2)C(C(=O)NC(C)(C)CC)c2ccccn2)cc1 (stereo not drawn) | 5 | 1 | -1.4 | 7 | 3 | -7 | 4 | -0.3 | 0.9 | 1.1 | -0.1
COC(=O)COc1ccc(S(=O)(=O)NCCC2=CCCCC2)cc1C | 12 | 0.9 | -2.0 | 6 | 8 | -9 | 15 | 1.0 | 0.9 | 1 | -0.2

Next part, overlapping the part above by 2 compounds.
SMILES | Diaphorase inh | PMI act | Redox H2O2 prof | TLR4-MyD88 BLA | S1P3 antag | Lmaj promast | G6PDH CS | RAM network inh | Diaphorase act | PMI act hi M6P | Hsp70 activator
CCc1ccc(N(C(=O)c2csnn2)C(C(=O)NC(C)(C)CC)c2ccccn2)cc1 (stereo not drawn) | 5 | 1 | -1.4 | 7 | 3 | -7 | 4 | -0.3 | 0.9 | 1.1 | -0.1
COC(=O)COc1ccc(S(=O)(=O)NCCC2=CCCCC2)cc1C | 12 | 0.9 | -2.0 | 6 | 8 | -9 | 15 | 1.0 | 0.9 | 1 | -0.2
CCCn1c(CCc2ccccc2)n[nH]c1=S | 16 | 1 | -0.7 | 4 | -16 | -6 | 7 | 0.4 | 0.8 | 1 | -0.3
COc1ccccc1C(=O)N/C(=C/c1ccc(Br)cc1)C(=O)NCCO | 13 | 0.9 | -3.5 | -10 | · | -6 | 3 | -0.7 | 0.9 | 0.9 | -0.5
COc1ccc(CNC(=O)C2CCCN2C(=O)NC2CCCCC2)cc1 (stereo not drawn) | 27 | 0.9 | -3.6 | -16 | -5 | 1 | 1 | -0.2 | 0.7 | 0.9 | -0.2
COc1ccc(/C=N/NC(=O)Nc2cccc3nsnc23)cc1OC | 7 | 1 | -0.1 | -5 | -4 | 33 | -8 | 3.4 | 0.9 | 1 | -0.2
CCOC(=O)N1CCN(C(=O)/C(=C/c2ccc(Cl)cc2)NC(=O)c2ccccc2)CC1 | 6 | 1 | 0.1 | 10 | -13 | 5 | 2 | 2.1 | 0.9 | 1 | 0.0
COc1ccc(C2SCCN2C(=S)Nc2cccc(C(F)(F)F)c2)cc1 (stereo not drawn) | 19 | 0.8 | -0.4 | 0 | 18 | 96* | -5 | 2.8 | 0.8 | 0.9 | -0.4
O=C(NCCc1ccccc1)C(NS(=O)(=O)c1cccc2nsnc12)c1ccccc1 (stereo not drawn) | 25 | 0.9 | -0.1 | -14 | 1 | 4 | -1 | 1.2 | 0.8 | 0.9 | 0.0
O=C(CNC(=O)c1ccccn1)N/N=C/c1ccc2c(c1)OCO2 | 17 | 1 | -2.0 | -6 | -6 | 63* | 2 | 1.6 | 0.8 | 1 | 0.2
CCC1=NN(C(=O)c2cccc(Br)c2)C(O)(c2ccc(Br)cc2)C1 (stereo not drawn) | -5 | 1.1 | -0.3 | -13 | -3 | -5 | 1 | 0.0 | 1.1 | 1.2 | -0.1
O=C(C1=NN[C@@H]2C(=O)N(c3cccc(C(F)(F)F)c3)C(=O)[C@H]12)c1ccc2ccccc2n1 | 13 | 1 | 0.6 | 4 | -8 | -9 | 19 | 2.4 | 0.9 | 1 | -0.3
COC(=O)CCC(=O)Nc1ccc(Cl)c(Cl)c1 | 13 | 1 | 1.8 | 0 | 4 | -7 | -4 | -0.8 | 0.9 | 1 | -0.3
CCn1ncc(/C=C/C(=O)Nc2c(C)nn(Cc3ccc(Cl)cc3Cl)c2C)c1C | 6 | 1 | -3.3 | -7 | · | 11 | 0 | 0.3 | 0.9 | 1 | -0.5
COc1ccc(N=C(C)C2=C(O)COC2=O)cc1 | -4 | 1 | 3.1 | 1 | -1 | -1 | -2 | 1.4 | 1 | 0.7 | -0.1
CCC1=C(OC(=O)c2ccccc2)C(C)(C)C(c2ccccc2)OC1=O (stereo not drawn) | 14 | 0.9 | -0.1 | -13 | · | 0 | -2 | 4.8 | 0.9 | 0.9 | 0.0
C=CCN1CN=C(NS(=O)(=O)c2ccc(NC(C)=O)cc2)NC1 | -2 | 1.1 | -1.1 | -1 | 2 | 0 | 11 | 1.6 | 1 | 1.1 | 0.0
Cc1nnc(-c2cccc(Br)c2)c2cn(-c3ccccc3)nc12 | 22 | 0.9 | 0.0 | -9 | · | 37 | -40 | 1.5 | 0.8 | 0.9 | -0.4
CCOC(=O)NC1(NC2CCCCC2)Oc2ccccc2O1 | 44 | 0.6 | 2.3 | -5 | 2 | -2 | 14 | 1.2 | 0.6 | 0.5 | -0.1
COc1ccc(-c2csc(C3=C(O)CN(Cc4ccc(Cl)cc4)C3=N)n2)cc1OC | 17 | 1 | 0.1 | 5 | · | 58* | 7 | 5.3 | 0.8 | 1 | -0.2
Cc1nc(SCC(=O)c2ccc(Cl)s2)c2oc3ccccc3c2n1 | 2 | 1 | -1.5 | -7 | · | 0 | 7 | 2.9 | 1 | 1 | -0.1
O=C(OCC(=O)N1CCCc2ccccc21)C1CCN(S(=O)(=O)c2cccs2)CC1 | 20 | 1 | -0.8 | 9 | 2 | -2 | 2 | 5.5 | 0.8 | 0.9 | -0.2

Three neighbouring records out of the list so far, for reference:
SMILES | Diaphorase inh | PMI act | Redox H2O2 prof | TLR4-MyD88 BLA | S1P3 antag | Lmaj promast | G6PDH CS | RAM network inh | Diaphorase act | PMI act hi M6P | Hsp70 activator
O=c1[nH]c(-c2ccc(Cl)cc2)cs1 | 13 | 0.9 | 4.0 | -7 | -3 | -5 | 5 | 1.8 | 0.9 | 0.9 | -0.3
Cc1ccc(Cl)cc1NC(=O)CC(O)(C(F)(F)F)C(F)(F)F | 15 | 0.9 | 0.3 | -2 | 6 | 4 | -19 | 0.1 | 0.9 | 1 | -0.3
CCc1cc(=O)oc2cc(C)cc(OC(=O)c3ccco3)c12 | 20 | 0.8 | 0.5 | -14 | -21 | -6 | 6 | 2.5 | 0.8 | 0.9 | -0.3

(continued)
SMILES | Diaphorase inh | PMI act | Redox H2O2 prof | TLR4-MyD88 BLA | S1P3 antag | Lmaj promast | G6PDH CS | RAM network inh | Diaphorase act | PMI act hi M6P | Hsp70 activator
C/C=C/C(=O)Nc1nnc(C(C)C)s1 | 12 | 0.9 | 1.1 | 3 | · | -7 | 10 | 1.8 | 0.9 | 0.9 | -0.2
O=C(CSC1=NCCS1)Nc1cccc(F)c1 | 12 | 1 | 0.3 | 2 | -1 | -6 | 7 | -0.7 | 0.9 | 1 | -0.1
O=C(O)c1c(F)c(F)c(F)c(F)c1-c1ccc(Cl)cc1 | 6 | 1.2 | -0.3 | 15 | -41 | -2 | 7 | 2.4 | 0.9 | 1.2 | -0.7
CCOc1ccc(OCC)c(NC(=O)C2CCN(S(=O)(=O)c3cccnc3)CC2)c1 | 16 | 0.9 | 0.0 | 4 | · | -1 | 4 | 1.4 | 0.8 | 0.9 | -0.2

From PubChem BioAssay

Not a hit list; 12% or so of the library scored in one or more.
